From PubChem
Mdm2-MdmX inh: human Mdm2/MdmX binding inhibition; O15151+Q00987; inhibition, % at 8 µM; actives 3% (n = 330,000); SaOS-2 split-luciferase Mdm2/MdmX complementation, luminescence;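 active means inhibition of at least 50% at 8 µM in the primary screen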
EBI2 block: antagonists of human EBI2 receptor | P32249 | EBI2 beta-arrestin recruitment, luminescence, 7a,25-OHC stimulated | inhibition, % at 5 µM | actives 0.81% (n = 360,000) | AID 651636; in the data active means inhibition above about 38%;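 further: enzyme fragment complementation signal reports receptor beta-arrestin coupling in cells; 0% = agonist plus DMSO wells and 100% = wells without agonist; some results beyond the cut were filed as inactive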
Target sequence (P32249 whole entry, looked up, the tested form may be a part): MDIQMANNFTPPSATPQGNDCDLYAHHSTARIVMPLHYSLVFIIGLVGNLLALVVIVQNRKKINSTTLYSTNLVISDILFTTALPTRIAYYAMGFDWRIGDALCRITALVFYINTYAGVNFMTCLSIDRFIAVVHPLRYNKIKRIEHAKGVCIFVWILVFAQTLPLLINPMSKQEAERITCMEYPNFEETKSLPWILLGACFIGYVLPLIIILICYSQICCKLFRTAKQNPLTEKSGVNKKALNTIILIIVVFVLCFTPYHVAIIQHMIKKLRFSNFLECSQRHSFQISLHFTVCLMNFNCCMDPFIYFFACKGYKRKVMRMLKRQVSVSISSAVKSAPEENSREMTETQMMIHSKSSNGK
CHOP UPR activ: activators of apoptotic arm of unfolded protein response (CHOP); activation, % at 10 µM; CHO-CHOP luciferase reporter, UPR activation, luminescence; percent of tunicamycin response over DMSO baseline; actives 0.34% (n = 330,000);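 active means at 10 µM dose, activation of 40% or more, normalized to positive control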;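 further: 100% = tunicamycin at 10 µg/mL and 0% = DMSO alone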
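measured by = luciferase luminescence | assay system = CHO-CHOP cells, stable luciferase reporter of PERK-eIF2a-CHOP signalling | amount = 500 reporter cells seeded per well | timing = 6 h compound exposure at 37 °C after overnight seeding | controls = positive tunicamycin 10 µg/mL, negative DMSO alone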
Gli-Sufu block: antagonists of Gli-Sufu signaling; Sufu-KO-LIGHT fibroblasts, Gli luciferase reporter luminescence; inhibition, % at 5 µM; actives 0.74% (n = 340,000); AID 588413;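 active means inhibition above about 55%, limit read from the data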;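 further: 0% = DMSO-treated cells and 100% = wells with medium but no cells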
CXCR6 block: blocks human CXCR6 beta-arrestin recruitment | AID 602244 | inhibition, % at 20 µM | actives 0.36% (n = 360,000) | CHO-K1 PathHunter CXCR6 beta-arrestin, luminescence; in the data active means inhibition above about 34%, passing the limit was not always enough;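 further: antagonist mode with CXCL16 agonist at 10 nM final; 0% = 10 nM CXCL16 with DMSO and 100% = unstimulated wells without agonist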
Target sequence (O00574 whole entry, looked up): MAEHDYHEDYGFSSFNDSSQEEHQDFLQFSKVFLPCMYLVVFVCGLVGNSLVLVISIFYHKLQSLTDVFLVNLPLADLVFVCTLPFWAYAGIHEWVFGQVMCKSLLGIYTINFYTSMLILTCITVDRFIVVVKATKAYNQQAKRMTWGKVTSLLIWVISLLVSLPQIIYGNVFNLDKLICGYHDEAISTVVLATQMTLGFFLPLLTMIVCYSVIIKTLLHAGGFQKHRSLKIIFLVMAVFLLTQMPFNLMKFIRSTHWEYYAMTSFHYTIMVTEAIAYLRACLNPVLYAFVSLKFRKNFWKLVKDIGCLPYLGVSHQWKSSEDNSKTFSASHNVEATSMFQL
Jurkat NFkB inh: inhibitors of the PMA/ionomycin-induced NF-kB reporter in Jurkat cells | PMA/ionomycin-induced NF-kB luciferase reporter, luminescence | inhibition, % at 4 µM | actives 0.53% (n = 330,000); in the data active means inhibition above about 50%
697 NFkB inh: inhibitors of the PMA/ionomycin-induced NF-kB reporter in 697 B cells; inhibition, % at 4 µM; 697 B-cell NF-kB luciferase reporter, 16 h; actives 0.33% (n = 330,000); AID 435022; in the data active means inhibition above about 35%
CCR6 antag: CCR6 (human) receptor antagonism. CHO-K1 CCR6 PathHunter beta-arrestin, luminescence, CCL20-stimulated. inhibition, % at 20 µM. actives 0.49% (n = 340,000). AID 493098;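 active means compounds whose inhibition of the agonist-driven luminescence signal at 20 µM reaches about 50%, limit read from the data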;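 further: cells stimulated with CCL20 at 14 nM final; plate controls were DMSO with CCL20 for no effect and DMSO without agonist for full effect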
Target sequence (P51684 whole entry, looked up): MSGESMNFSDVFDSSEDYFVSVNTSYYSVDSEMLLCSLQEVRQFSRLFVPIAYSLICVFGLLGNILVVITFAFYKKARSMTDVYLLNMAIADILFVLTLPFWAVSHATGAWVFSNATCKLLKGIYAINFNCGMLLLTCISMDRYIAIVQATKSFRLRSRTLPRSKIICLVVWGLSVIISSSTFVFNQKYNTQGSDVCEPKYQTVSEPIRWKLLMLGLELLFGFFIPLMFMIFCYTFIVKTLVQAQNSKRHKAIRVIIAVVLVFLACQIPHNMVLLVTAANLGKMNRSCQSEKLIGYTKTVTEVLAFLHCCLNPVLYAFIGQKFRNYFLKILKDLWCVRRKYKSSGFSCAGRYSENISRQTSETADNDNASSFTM
UPR XBP1 act: activators of adaptive arm of unfolded protein response (XBP1); activation, % at 20 µM; CHO-XBP1 luciferase reporter, IRE1-XBP1 UPR activation, luminescence; percent of tunicamycin response, DMSO as zero; actives 0.33% (n = 330,000);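 active means versus positive control, 20 µM dose yields 30% or more activation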;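 further: 100% = tunicamycin at 10 µg/mL and 0% = DMSO only wells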
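Signal: luciferase luminescence; Assay system: CHO-XBP1 luciferase reporter cells; Amount: one thousand reporter cells per well; Dosing: 20 µM single concentration, DMSO 1%; Benchmarks: high control tunicamycin 10 µg/mL final, low control DMSO vehicle only; Schedule: 6 h compound exposure at 37 °C, 5% CO2; Evaluation: percent activation relative to tunicamycin reference.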
An asterisk follows results filed as active; · = no result given.

SMILES	Mdm2-MdmX inh	EBI2 block	CHOP UPR activ	Gli-Sufu block	CXCR6 block	Jurkat NFkB inh	697 NFkB inh	CCR6 antag	UPR XBP1 act
Cc1cc(NC(=O)CSc2nnc(C3CC3)n2-c2ccccc2)no1	-1	-5	4.2	-2	-6	-9	0	13	-3
O=C(N/N=C/C(Br)=C/c1ccccc1)c1ccncc1	38	7	12	3	2	21	-71	3	2
CC(C)Cc1nnc(NC(=O)CCC(=O)NC2CC2)s1	13	0	-0.6	2	-8	-1	-15	13	-5
CCn1c(SCC(=O)N2CCCC2)nnc1-c1ccc(S(=O)(=O)N2CCCCCC2)cc1	21	4	-0.9	5	-2	18	10	10	5
Cn1c(=O)c2c(nc(CN3CCN(C(=O)c4ccco4)CC3)n2Cc2cccc(Cl)c2)n(C)c1=O	24	0	-1.9	7	-5	-2	5	10	-1
COc1cc(OC)c(NC2=CC(=O)C(=O)c3ccccc32)cc1Cl	70*	2	53*	3	10	32	-23	32	20
Cc1cc(C)cc(NC(=S)N2CCC(NC(=O)C3CC3)CC2)c1	-6	4	2.0	10	1	2	11	14	0
CC(=O)/C(=N\Nc1ccccc1)Sc1cccc2cccnc12	-10	17	0.6	3	3	4	-17	10	1
Cc1ccc(NC(=O)Cn2ccc(=O)[nH]c2=O)cc1	-13	-6	1.6	-14	-7	-11	-6	-4	4
O=C(NCc1cccs1)c1cc(-c2ccccc2)nc2ccccc12	17	0	3.9	1	0	-21	26	9	-2
Cc1ccc(S(=O)(=O)N2CCOCC2)cc1NC(=O)COC(=O)c1ccccc1OCc1c(C)noc1C	-6	-2	0.6	-5	1	-11	-3	17	0
c1csc(-c2noc(CN3CCc4sccc4C3)n2)c1	1	-4	1.5	-7	2	-8	-1	-1	0
COC(=O)c1c(C(=O)OC)c(-c2ccc(OC)cc2)n2c1CCC2	-12	-10	-2.0	0	7	8	4	9	-4
COc1cccc(CNc2nc3nc(C)cc(C)n3n2)c1	34	-3	0.7	-4	13	-28	-7	4	1
NC1=NS(=O)(=O)NC1c1ccc(F)cc1 (stereo not drawn)	15	-4	0.1	-5	-4	-5	20	-13	-1
CCN(c1cccc(C)c1)S(=O)(=O)c1ccc2[nH]c(=O)c(=O)[nH]c2c1	11	3	-1.2	1	-6	2	8	-5	-1
CC(Nc1ccccc1)c1cccnc1 (stereo not drawn)	2	-13	-0.6	2	0	1	18	0	-8
S=c1[nH]nc(-c2ccc(Br)cc2)n1-c1ccc(Br)cc1	-13	-4	0.2	-3	13	-3	-7	11	5
CCC(=O)N(Cc1cc2ccc(C)cc2n2nnnc12)C1CCCCC1	17	4	-2.6	10	-2	-11	21	18	3
CN(c1ccccc1)S(=O)(=O)c1cccc(C(=O)Nc2cccc(C(=O)NC3CC3)c2)c1	27	-20	-0.9	4	-12	4	-39	6	-3
CCCN(CC(=O)Nc1ccc(Cl)cc1Cl)C(=O)/C=C/c1cccc([N+](=O)[O-])c1	28	11	2.2	8	2	13	2	13	-3
Cc1cc(NC(=O)C(=O)c2c(C)[nH]c3ccccc23)no1	-21	3	2.4	2	-7	-1	-21	-6	-2
Cc1cccc(NC(=O)c2nc[nH]c2C(=O)N[C@@H](CCCCNC(=O)OC(C)(C)C)C(=O)OC(C)(C)C)c1	61*	-28	2.1	2	-2	-12	5	0	2
O=C1Nc2ccccc2/C1=C/c1cccnc1	26	-16	-1.0	-13	-11	-1	5	10	-1
COC(=O)c1c(NC(=O)C(C)C)sc2c1CCN(Cc1ccccc1)C2	37	7	-1.5	2	-6	-1	6	19	-2

Gathered by group: the compounds so far with bromine (2)
SMILES	Mdm2-MdmX inh	EBI2 block	CHOP UPR activ	Gli-Sufu block	CXCR6 block	Jurkat NFkB inh	697 NFkB inh	CCR6 antag	UPR XBP1 act
O=C(N/N=C/C(Br)=C/c1ccccc1)c1ccncc1	38	7	12	3	2	21	-71	3	2
S=c1[nH]nc(-c2ccc(Br)cc2)n1-c1ccc(Br)cc1	-13	-4	0.2	-3	13	-3	-7	11	5

Later entries:
SMILES	Mdm2-MdmX inh	EBI2 block	CHOP UPR activ	Gli-Sufu block	CXCR6 block	Jurkat NFkB inh	697 NFkB inh	CCR6 antag	UPR XBP1 act
CC(CN1CCCCC1)C(=O)NNC(=O)C12CC3CC(CC(C3)C1)C2 (stereo not drawn)	0	-2	-1.8	6	7	-2	12	-1	-2
COc1cc2c(cc1NC(=O)CCCCCN1C(=O)CCC1=O)oc1ccccc12	-1	2	2.4	4	-6	-12	-7	-13	0
O=C(O)COc1ccc(NC(=O)C(c2ccccc2)c2ccccc2)cc1	15	6	-0.7	3	-1	-3	7	11	-2
O=S(=O)(Cc1ccccc1)Nc1cccc(F)c1	26	7	0.7	-19	14	10	10	-1	-4
Cc1ccc(S(=O)(=O)Nc2ccc3c(c2)C(=O)N([C@H](C)CO)C[C@H](C)[C@@H](CN(C)C(=O)Nc2ccc4c(c2)OCO4)O3)cc1	9	-2	-0.1	-5	-6	-10	10	6	-1
CC(=O)C(Cc1ccccc1)NC(=O)CN1c2cccc3cccc(c23)S1(=O)=O (stereo not drawn)	29	4	-0.5	6	-6	6	1	10	-3
COc1ccc2[nH]c3c(=O)n(/N=C/c4ccc(OC)c(CN5CCCC5)c4)c(C)nc3c2c1	11	3	-1.4	2	9	-6	2	23	-2
CCCOC1CCCN(C(=O)c2cc(COc3c(F)cccc3F)on2)C1 (stereo not drawn)	-41	2	5.1	-20	-4	-45	-66	13	-1
CCNC(=S)Nc1ccc(OCC)cc1	28	-9	1.5	-5	-8	0	-1	-2	-5
Cc1cc(C)n(C(=O)COc2ccccc2C)n1	19	-2	-2.2	3	4	3	4	-3	1
O=S(=O)(NCCCN1CCOCC1)c1ccc2ccccc2c1	0	-1	-0.8	3	-6	-1	-5	-2	-1
C/C(CCc1oc2ccc(Cl)cc2c1-c1ccc(C)o1)=N\O	21	21	2.9	-15	-2	-1	-10	17	-1
O=C(CCCn1cnc2ccccc2c1=O)Nc1ccccc1F	13	-13	3.0	-1	4	-12	14	0	5
CCCNC(=O)CN(C1CCCCC1)S(C)(=O)=O	17	-1	-0.8	1	-5	16	14	12	4
O=C(NCc1ccccc1)c1cc(-c2ccncc2)nc2ccc(S(=O)(=O)N3CCOCC3)cc12	22	2	1.0	2	-5	4	-1	25	0
COc1cccc(-n2nnc3c(=O)n(Cc4ccc(C)cc4)cnc32)c1	23	-7	2.5	3	5	-1	7	6	4
CCOc1ccc(-n2nnnc2SCC(=O)NC2CCCC2)cc1	9	3	-0.4	14	-8	9	5	8	-3
CCOC(=O)C1CCCN(C(=O)CCNS(=O)(=O)c2cc(Br)cnc2N)C1 (stereo not drawn)	20	3	4.3	7	-7	-12	12	0	-3
O=C(c1ccco1)N1c2ccccc2Sc2ccccc21	41	-4	2.5	5	10	0	-7	27	-2
Oc1ccccc1C=Nc1ccccc1-c1nc2ccccc2[nH]1	-12	7	3.8	-54	-8	-40	-268	-2	1
Cn1c(/C=C/c2ccc(Cl)cc2)nc2ccccc2c1=O	-63	-3	6.2	13	-16	-77	-88	0	1
CCOc1ccc(NC(=O)Cn2nnc(-c3ccccc3NC(=O)CC)n2)cc1	16	2	-0.3	3	-2	1	-37	6	0
C=CCN1C(=O)/C(=C2/Sc3ccc(OC)cc3N2C)SC1=NCc1ccccc1	6	-4	1.3	7	12	-31	-12	6	9
CCC1=NN(C(=O)c2cccc([N+](=O)[O-])c2)C(O)(c2ccc(C)cc2)C1 (stereo not drawn)	41	2	1.4	-21	48*	3	0	66*	0
CC(=O)Nc1ccc(S(=O)(=O)NCc2ccc(C(=O)NC(C)c3ccccc3)cc2)cc1 (stereo not drawn)	-9	-11	-0.8	1	-2	3	-2	4	-4

With a hit mark in CXCR6 block, among the entries above:
| Molecule | Mdm2-MdmX inh | EBI2 block | CXCR6 block | Jurkat NFkB inh | 697 NFkB inh | CCR6 antag | UPR XBP1 act |
| --- | --- | --- | --- | --- | --- | --- | --- |
| CCC1=NN(C(=O)c2cccc([N+](=O)[O-])c2)C(O)(c2ccc(C)cc2)C1 (stereo not drawn) | 41 | 2 | 48* | 3 | 0 | 66* | 0 |

The list continues.
SMILES	Mdm2-MdmX inh	EBI2 block	CHOP UPR activ	Gli-Sufu block	CXCR6 block	Jurkat NFkB inh	697 NFkB inh	CCR6 antag	UPR XBP1 act
CSc1ccccc1C(=O)N1CCCC(CNC(=O)c2ccc(F)cc2)C1 (stereo not drawn)	14	1	1.1	4	6	-9	0	18	-3
CCOc1ccc(NC(=O)CC2C(=O)NCCN2C(=O)c2ccc(Cl)cc2)cc1 (stereo not drawn)	-18	7	-0.7	1	14	-2	-3	-13	0
CCOCCCNS(=O)(=O)c1ccc(NC(=O)N2c3ccccc3Sc3ccccc32)cc1	47	-9	-0.2	18	1	5	15	13	-4
COc1ccc(C(C(=O)NC2CCCC2)N(CCC(C)C)C(=O)CCC(=O)Nc2cc(C)on2)cc1 (stereo not drawn)	-14	-6	6.0	1	3	20	10	16	-2
O=C(Nc1nccs1)c1cnccn1	-2	-6	-0.5	-2	4	-2	9	-6	0
CCCc1[nH]nc2c1C(c1cc(OC)ccc1F)C(C#N)=C(N)O2 (stereo not drawn)	0	-2	-2.0	3	1	-7	-4	4	-2
COc1ccc(S(=O)(=O)Nc2c(NC3CCCCC3)c3ccccc3oc2=O)cc1Cl	-1	5	1.2	8	1	9	4	2	-2
O=S(=O)(c1cccc2ccccc12)N1CCSC1	1	-7	-0.7	7	-4	-4	-19	-28	-1
CCC(=O)NCc1cc(-c2nn(C)c(=O)c3ccccc23)ccc1C	26	2	1.3	13	1	-3	5	9	2
COc1cccc(CNC(=O)CCS(=O)(=O)c2ccc3c(c2)oc(=O)n3C)c1	17	1	-0.6	-3	-8	6	12	4	-8
O=C(O)c1ccccc1C(=O)NCCc1ccc(Cl)cc1	-11	0	-0.4	-4	-3	-6	-8	1	0
O=C(NCc1cccs1)c1ccc2ccccc2n1	-4	5	0.4	-26	2	-13	-11	-2	8
Cc1ccc(S(=O)(=O)NCCC(=O)Nc2cc(F)ccc2C)cc1C	10	6	2.4	-5	8	4	6	4	6
Cc1ccc(N2CCN(S(=O)(=O)c3ccc4oc(=O)ccc4c3)CC2)c(C)c1	18	-4	0.8	-10	-14	-6	6	12	-1
CC(C)c1ccc(/C=N/NC(=O)C(=O)NCCCN2CCOCC2)cc1	-3	-8	-1.0	-5	1	-4	9	17	-1
COC(=O)c1cnn(-c2cc(Oc3ccccc3)ncn2)c1N	-44	-2	2.1	3	14	-67	-88	6	1
Cc1cc(C)n2cc(CSCc3ccccc3)nc2n1	9	-12	2.6	0	-3	3	-11	-8	3
O=C(Nc1ccc(F)c(F)c1)C1CCCN1S(=O)(=O)c1ccc(F)cc1 (stereo not drawn)	5	3	1.9	9	5	13	-3	8	-2
Cc1cccc(C(=O)Nc2cccc3cccnc23)c1	-19	2	9.0	-55	-2	-43	-38	15	2
CC(C(=O)OCC(=O)c1ccc([N+](=O)[O-])cc1)N1C(=O)C2C3C=CC(C3)C2C1=O (stereo not drawn)	9	-13	0.2	-5	-4	1	18	0	-4
O=C(COC(=O)/C=C/c1cccc(C(F)(F)F)c1)NCCN1C(=O)CSC1=O	13	1	-1.7	13	1	12	13	5	-4
Cc1ccc(S(=O)(=O)NCC(=O)NC2CCCC2)cc1	·	-2	·	1	-7	·	·	13	·
